# IL-2 act – activates IL-2 in a cell-based reporter assay; IL-2 activation reporter assay, cell-based qHTS; stimulated with anti-CD3/CD4/CD28 beads; in transgenic mouse T cells; activation, % (series mostly up to about 46 µM); 360,000 tested, 0.065% active; in the data active means activation above about 50%; inconclusive means mostly about 30% to 49%; further: 0% is about no effect
#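 Unstimulated transgenic mouse T cells; 60-min compound exposure; bead-based TCR/CD4/CD28 stimulation; 18 h culture, 37 degrees C; dual fluorescence (EGFP, DsRed) plate cytometry.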
# EPAC1 antagonist – antagonists of human EPAC1; O95398; EPAC1 GEF assay, Rap1b-BODIPY-GDP exchange fluorescence; Potency, µM (doses to about 115 µM), inactives show at the highest dose activity change, negative = inhibition, usual class: inhibitors; 360,000 tested, 0.14% active;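 further: potency means the concentration at half of the fitted maximal effect; plate controls were vehicle for no effect and positive control for full effect; nearly all actives have a fitted effect of over 50% in size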
# Target sequence (O95398 whole entry, looked up): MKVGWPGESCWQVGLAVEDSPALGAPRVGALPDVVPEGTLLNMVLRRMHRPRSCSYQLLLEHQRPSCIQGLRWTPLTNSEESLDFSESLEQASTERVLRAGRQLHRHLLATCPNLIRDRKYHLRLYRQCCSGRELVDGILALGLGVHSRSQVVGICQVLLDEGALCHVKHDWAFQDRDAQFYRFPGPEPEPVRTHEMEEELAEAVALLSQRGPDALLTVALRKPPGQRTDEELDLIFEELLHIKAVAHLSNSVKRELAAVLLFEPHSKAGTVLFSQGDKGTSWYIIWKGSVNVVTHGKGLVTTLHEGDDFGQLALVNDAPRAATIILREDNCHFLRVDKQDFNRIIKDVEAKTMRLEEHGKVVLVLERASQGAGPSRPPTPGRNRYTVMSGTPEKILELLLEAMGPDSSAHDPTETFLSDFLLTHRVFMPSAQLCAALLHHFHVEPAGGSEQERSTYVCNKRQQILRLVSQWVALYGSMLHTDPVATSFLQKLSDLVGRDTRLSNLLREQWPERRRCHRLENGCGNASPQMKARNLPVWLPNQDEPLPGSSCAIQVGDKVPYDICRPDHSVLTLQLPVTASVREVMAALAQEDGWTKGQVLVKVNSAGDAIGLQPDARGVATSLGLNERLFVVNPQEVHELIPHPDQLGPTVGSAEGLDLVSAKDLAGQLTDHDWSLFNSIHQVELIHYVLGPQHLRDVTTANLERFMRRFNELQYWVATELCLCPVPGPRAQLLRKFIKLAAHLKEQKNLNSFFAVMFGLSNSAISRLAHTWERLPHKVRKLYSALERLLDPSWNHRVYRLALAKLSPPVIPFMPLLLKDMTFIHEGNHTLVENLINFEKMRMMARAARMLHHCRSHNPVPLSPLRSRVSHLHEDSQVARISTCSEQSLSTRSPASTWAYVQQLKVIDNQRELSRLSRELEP
# PLK1 PBD inh – blocks phosphopeptide binding to human PLK1 polo-box domain. P53350. Plk1 PBD binding of FITC phosphopeptide, fluorescence polarization. Potency, µM, inactives show max response, negative = inhibition, actives largely listed as inhibitors. 360,000 tested, 2.8% active. AID 720504; further: potency means the concentration at half of the fitted maximal effect; series mostly up to about 57 µM; on the % scale 0 is the no-effect control and ±100 the full control effect; nearly all actives have a fitted effect of over 65% in size
# PTHR1 agonist – PTHR1 (human) receptor agonism. AID 743266. 410,000 tested, 0.075% active. Potency, µM (series often up to 115 µM), for inactives: top-dose activation, most hits filed as activators. HEK293 GP2 PTHR1 cells, GloSensor cAMP luminescence, 1 h. Q03431; further: potency means the concentration at half of the fitted maximal effect; nearly all actives have a fitted effect of over 55% in size; some results filed as inactive show a strong effect at the top dose; inactives centre near -15; many of its hits are not listed in these tables
#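 HEK-293-derived GP2 cells expressing PTHR1 and a GloSensor cAMP reporter, 3,000/well, plated overnight, given luciferin plus IBMX (each 0.5 mM as added) for 1 h at 37 °C, then compound for 1 h at 37 °C. Luminescence was read after 15 min at room temperature.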
# PI5P4K alpha inh – inhibitors of human PI5P4K alpha | P48426 | PI5P4Kalpha enzyme, ADP-Glo luminescence, 60 min; stronger effect = lower value | max response, % | 330,000 tested, 1.2% active | AID 652105; active means max response of -50% or lower; inconclusive means between -30% and -50%; inactive means -30% or higher; further: value at the top dose of about 77 µM; on the % scale 0 is the no-effect control and ±100 the full control effect
#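 Single end-point luminescence (ADP-Glo) quantified ADP from PI5P4Kalpha turnover; ATP 5 microM final, 1 h at RT, 0.1% CHAPS and 0.28 mM EGTA in HEPES pH 7.4.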
# GLP-1R agonist – GLP-1 receptor (human) agonism. P43220. HEK293 GLP-1R CRE-luciferase, luminescence, 4-6 h; cells express a hypersensitive GLP-1R form. Potency, µM (doses to about 45.6 µM), without a hit: at the highest dose activation, usual class: activators. 380,000 tested, 0.007% active; further: potency means the concentration at half of the fitted maximal effect; % of control where 0% means no effect
# EPAC1 agonist – agonists of human EPAC1; O95398; EPAC1 agonist qHTS, biochemical assay; response scale: 100% = response to 6.5 mM cAMP; Potency, µM (titrated, usually from 154 µM), for inactives: top-dose activation, most hits filed as activators; 360,000 tested, 0.073% active; further: potency means the concentration at half of the fitted maximal effect; nearly all actives have a fitted effect of over 60% in size
#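 Nucleotide exchange by EPAC1 (100 nM) on Rap1B–BODIPY-GDP (250 nM) in the presence of 50 uM GDP is tracked fluorescently at 480/540 nm over 30 min. Signals are normalized to a 6.5 mM cAMP control.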
# HEK293 tox – cytotoxicity in counter-screen for GLP-1R inverse agonists; HEK293 cAMP-luciferase reporter cells, luminescence, 24 h; Potency, µM (titrated, usually from 38.3 µM), for the others: at the top dose activity change, negative = inhibition, most hits filed as inhibitors; 410,000 tested, 0.13% active; AID 624418;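 further: loss of luciferase light is scored as toxicity; potency means the concentration at half of the fitted maximal effect; on the % scale 0 is the no-effect control and ±100 the full control effect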
#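 Cells in DMEM/10% Nu serum/1% pen-strep, 1536-well format. Pre-incubated 12 h, dosed with 23 nL compound, incubated a further 24 h. Luciferase detection, 12 min at room temp, luminescence.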
# GLP-1R inv ag – inverse agonists of human GLP-1 receptor | HEK293 GLP-1R CRE-luciferase, luminescence, 24 h; GLP-1R form is constitutively active | Potency, µM (top dose mostly 38.3 µM), for the others: at the highest dose activity change, negative = inhibition, hits mostly inhibitors | 410,000 tested, 1.6% active | P43220; further: potency means the concentration at half of the fitted maximal effect; on the % scale 0 is the no-effect control and ±100 the full control effect; nearly all actives have a fitted effect of over 55% in size
#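 Readout was luciferase luminescence, measured 12 min after detection reagent at room temperature. Beforehand, GLP-1R reporter HEK293 cells had sat 12 h, then received compounds for 24 hr at 37 deg C.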
# * marks the source's active call; other numbers are inactive results; i = inactive; ? = inconclusive; . = not tested or not shown; [ ] = another dose, or the depositor's remark. Unless noted, the call rests on the fitted dose curve; in most records, active means well fitted curve in the direction sought with a large enough effect; inconclusive means small, poorly fitted or top-dose-only effect, or another doubt; inactive means no such curve, though single readings can be large; an effect the other way counts as inactive or inconclusive. Only part of the results is shown, so the mix of outcomes need not match the whole.
1: CN(CC(=O)N1CCN(c2ccccn2)CC1)S(=O)(=O)c1ccc(Br)cc1
2: COc1ccc(-c2cc(C(=O)Nc3cccnc3Cl)no2)cc1
3: Cc1cc(OCC(=O)N2CCN(c3ccccn3)CC2)c(C)cc1Br
4: O=C(COc1ccc(Cl)cc1Br)Nc1ccccc1N1CCCC1
5: O=C(COC(=O)/C=C/c1ccccc1Cl)NCc1ccco1
6: CCOc1ccc(N2CC(C(=O)Nc3nnc(CC)s3)CC2=O)cc1 (stereo not drawn)
7: COc1ncccc1-c1nnn(-c2ccc(C)cc2)n1
8: CCN(CC)CCNC(=O)/C(=C\c1cccn1C)NC(=O)c1cccs1
9: O=C(NCCC1=CCCCC1)c1cc(COc2ccc(F)cc2Cl)on1
10: NC(=O)NC(=O)CSc1nc2sc(-c3ccccc3)cc2c(=O)n1-c1ccccc1
Screen / compound no.,1,2,3,4,5,6,7,8,9,10
IL-2 act,1.6,-0.4,-4.3,-6.6,15,-2.3,0.4,-0.3,-2.2,-1.5
EPAC1 antagonist,11%,11%,11%,17%,-4%,1%,-6%,11%,-2%,-23%
PLK1 PBD inh,-1%,-7%,-8%,2%,-7%,-28%,-13%,-7%,-5%,3%
PTHR1 agonist,-47%[inhibitor][57.5 µM],-1%,-29%,-6%,i,i,-86%[inhibitor],i,-1%,-19%
PI5P4K alpha inh,-5,4,-4,21,-13,-28,3,4,16,7
GLP-1R agonist,0%,2%,9%,10%,3%,4%,14%,17%,3%,-3%
EPAC1 agonist,-4%,-1%,-4%,4%,4%,-3%,0%,-5%,-4%,12%
HEK293 tox,-2%,-2%,9%,-1%,-19%,5%,4%,-23%,-11%,-3%
GLP-1R inv ag,-27%,18%,?,?,3%,6%,23%,4%,5µM*,-16%

11: CC1CCCCN1C(=O)c1ccc(C(=O)N2CCCCC2C)cc1 (stereo not drawn)
12: Cc1nc(C)n(C(C)CNS(=O)(=O)c2ccc(C)c(C)c2)n1 (stereo not drawn)
13: O=C(N/C(=C/c1cccc([N+](=O)[O-])c1)C(=O)N1CCCC1)c1ccccc1
14: Cc1ccc(NC(=O)c2ccc(S(=O)(=O)NCC3CCCO3)cc2)cc1C (stereo not drawn)
15: CN(Cc1ccc(Cl)c(Cl)c1)C(C(=O)NCc1ccccc1)c1ccco1 (stereo not drawn)
16: CCCCNC(=O)c1ccc2c(=O)n(CCCOCC)c(=S)[nH]c2c1
17: Cc1c(Cl)cnc(NC(=O)COC(=O)c2cc3c(s2)CCC(C)C3)c1Cl (stereo not drawn)
18: O=C(CSc1ccc(Cl)cc1)N1CCN(c2c(Cl)cccc2[N+](=O)[O-])CC1
19: NS(=O)(=O)c1ccc(CCNC(=O)Cc2ccc(Cl)cc2)cc1
20: Cc1ccc(C(=O)Nc2cc(Cl)ccc2N2CCCCC2)s1
Screen / compound no.,11,12,13,14,15,16,17,18,19,20
IL-2 act,-2.7,0.2,-2.5,2.3,1.0,-0.8,-0.6,1.8,1.0,-0.2
EPAC1 antagonist,11%,-6%,1%,10%,2%,3%,-2%,-6%,-15%,-18%
PLK1 PBD inh,-7%,-9%,3%,?,-5%,-9%,-10%,?,-2%,-3%
PTHR1 agonist,i,i,i,i,-3%,-42%,-3%,-23%[57.5 µM],-12%,i
PI5P4K alpha inh,.,4,19,1,4,-1,-26,-25,0,22
GLP-1R agonist,2%,7%,10%,7%,.,-8%,0%,1%,0%,5%
EPAC1 agonist,-11%,-2%,1%,-7%,11%,-6%,9%,9%,8%,9%
HEK293 tox,-9%,-12%,6%,14%,-13%,-7%,-19%,-13%,-9%,86%[activator]
GLP-1R inv ag,0%,11%,15%,-11%,?,-3%,-6%,2.8µM*,4%,0%

# Part of the list above, showing only PTHR1 agonist, PLK1 PBD inh and EPAC1 antagonist.
no. | SMILES | PTHR1 agonist | PLK1 PBD inh | EPAC1 antagonist
18 | O=C(CSc1ccc(Cl)cc1)N1CCN(c2c(Cl)cccc2[N+](=O)[O-])CC1 | -23%[57.5 µM] | ? | -6%
19 | NS(=O)(=O)c1ccc(CCNC(=O)Cc2ccc(Cl)cc2)cc1 | -12% | -2% | -15%

# Additional structures.
21: Cc1ccc(Cn2c(-c3nonc3N)nc3ccccc32)cc1
22: COc1ccc(-c2nc(CS(=O)CC(=O)NCc3ccc4c(c3)OCO4)c(C)o2)cc1OC (stereo not drawn)
23: CCCn1c(SCC(=O)NCc2ccccc2)n[nH]c1=O
24: Cc1cc(N2CCCN(C)CC2)nc2cc(Cl)ccc12
25: CCn1cc(C(=O)NCCCN2CCN(C)CC2)c(=O)c2cc(S(=O)(=O)N3CCc4ccccc4C3)ccc21
26: Cc1ccc(N(CC(=O)NCc2ccc(Cl)cc2)S(C)(=O)=O)cc1
27: CCOC(=O)C(=O)c1c(-c2ccc(C)cc2)nc2ccccn12
28: CNC(=S)N1N=C(c2ccc(OC)cc2)CC1c1ccccc1Cl (stereo not drawn)
29: C[C@H](CO)N1C[C@H](C)[C@H](CN(C)S(=O)(=O)c2cccc(F)c2)Oc2ncc(-c3cccc(C(=O)N(C)C)c3)cc2C1=O
30: COc1ccc(/C(N)=N/OC(=O)CSc2ccc(C)cc2)cc1
Screen / compound no.,21,22,23,24,25,26,27,28,29,30
IL-2 act,-2.9,-0.4,0.0,-0.6,0.6,0.2,-0.2,-0.9,-3.2,-1.8
EPAC1 antagonist,?,-21%,6%,-20%,-6%,11%,3%,1%,-4%,6%
PLK1 PBD inh,-7%,-13%,-3%,-11%,-9%,6%,-6%,-5%,-5%,-5%
PTHR1 agonist,-13%,?,-24%,-5%,i,-54%[inhibitor],-65%[inhibitor],-8%,-16%,-6%[57.5 µM]
PI5P4K alpha inh,5,6,4,.,0,5,5,2,2,.
GLP-1R agonist,-23%,13%,-14%,-2%,4%,1%,2%,12%,-4%,7%
EPAC1 agonist,-6%,-2%,1%,4%,3%,5%,-3%,18%,8%,18%
HEK293 tox,15%,-2%,-1%[0.307 µM],-5%,2%,2%,1%,15%,5%,-9%
GLP-1R inv ag,-2%,34%[activator],0%[0.307 µM],?,9%,19%,-5%,10µM*,5%,-8%

# Look-ups from above.
# C[C@H](CO)N1C[C@H](C)[C@H](CN(C)S(=O)(=O)c2cccc(F)c2)Oc2ncc(-c3cccc(C(=O)N(C)C)c3)cc2C1=O – HEK293 tox: 5%
# O=C(CSc1ccc(Cl)cc1)N1CCN(c2c(Cl)cccc2[N+](=O)[O-])CC1 – PTHR1 agonist: -23%[57.5 µM]
# O=C(COC(=O)/C=C/c1ccccc1Cl)NCc1ccco1 – PI5P4K alpha inh: -13
# O=C(COc1ccc(Cl)cc1Br)Nc1ccccc1N1CCCC1 – PTHR1 agonist: -6%

# Continuation:
31: CC(=O)Nc1ccc(S(=O)(=O)N2CCCN(c3nc(C)cc(C)c3C#N)CC2)cc1
32: O=C(O)CCN1C(=O)c2ccccc2Sc2ncccc21
33: COc1ccc(NC(=O)C2Cc3c(-c4ccc5c(c4)OCO5)ccnc3O2)cn1 (stereo not drawn)
34: O=C(COC(=O)Cc1ccc(Cl)cc1)Nc1cc(S(=O)(=O)N2CCOCC2)ccc1N1CCCC1
35: Cc1nnc(SCC(=O)NC2CCCC(C)C2C)n1N (stereo not drawn)
36: CCN(CC(=O)Nc1ccc(NC(C)=O)cc1)C(=O)c1ccccc1SCc1c(C)noc1C
37: O=C(COc1ccccc1[N+](=O)[O-])NCCCN1CCCC1=O
38: CC[C@@]12C(=O)N(c3cccc(Cl)c3)C(=O)N1[C@H](c1ccc(Br)cc1)[C@@H]1C(=O)N(C(C)(C)C)C(=O)[C@@H]12
39: CN(CC(=O)Nc1ccc(F)cc1[N+](=O)[O-])Cc1ccccc1
40: O=C(c1cc2ccccc2oc1=O)N1CCSC1c1ccco1 (stereo not drawn)
Screen / compound no.,31,32,33,34,35,36,37,38,39,40
IL-2 act,-3.4,0.8,-0.1,0.7,-0.4,0.6,0.0,-0.6,3.0,-0.5
EPAC1 antagonist,8%,4%,-21%,-4%,-9%,3%,17%,-25%,2%,9%
PLK1 PBD inh,5%,5%,-6%,5%,0%,-7%,-5%,-11%,-2%,-5%
PTHR1 agonist,i,i,i,i,i,i,i,-38%[inhibitor],-70%[inhibitor],i
PI5P4K alpha inh,0,3,-14,-3,7,3,-1,?,-2,-2
GLP-1R agonist,0%,-2%,4%,-2%,-11%,-4%,3%,6%,11%,-5%
EPAC1 agonist,6%,-6%,-3%,-4%,5%,-49%[inhibitor],8%,-6%,6%,2%
HEK293 tox,?,6%,?,-7%,-2%,0%,-1%,5%,-22%,-14%
GLP-1R inv ag,11%,10%,?,-3%,-12%,14%,9%,?,-31%,-15%

41: Cc1ccc(C(=O)N2CCN(C(=O)CN3CCCC3)C2)cc1
42: CCOC(=O)c1sc(N)c(C(=O)Nc2ccccc2OC)c1C
43: CSCC[C@H](NC(=O)COc1ccc(Cl)cc1)c1nc2ccccc2[nH]1
44: N#CC1=C(N)Oc2cc(O)c(Cl)cc2C1c1ccccc1F (stereo not drawn)
45: COc1ccc(OC)c(S(=O)(=O)N2CCC(C(=O)NCc3ccc4c(c3)OCO4)CC2)c1
46: COCC(=O)N1CCC(Oc2cccc(C(=O)NCc3ccccn3)c2)CC1
47: CCCCCOC(=O)C1=C(C)NC(=O)NC1c1ccccc1 (stereo not drawn)
Screen / compound no.,41,42,43,44,45,46,47
IL-2 act,-0.3,0.3,-0.8,-3.4,1.6,-1.3,3.4
EPAC1 antagonist,-16%,-22%,-3%,-23%,-6%,17%,-5%
PLK1 PBD inh,-3%,4.7µM*,1%,-2%,-6%,0%,7%
PTHR1 agonist,i,-56%[inhibitor],i,-3%,-10%,i,-1%
PI5P4K alpha inh,1,-26,5,-64*,-2,-6,1
GLP-1R agonist,-1%,?,15%,7%,-2%,0%,-2%
EPAC1 agonist,0%,-7%,-3%,9%,15%,-10%,-17%
HEK293 tox,-3%,-6%,1%,203%[activator],-1%,-7%,-10%
GLP-1R inv ag,-8%,?,-3%,-8%,10%,1%,-1%

# Screening results deposited in PubChem by National Center for Advancing Translational Sciences (NCATS).
